Screens (PubChem)
CHRM5 agonist = agonists of human muscarinic M5 receptor (CHRM5); activation, % at 3 µM; AID 624037; CHO-K1 hM5 cells, Fluo-8 calcium fluorescence; 0% DMSO wells, 100% maximal acetylcholine response; 360,000 compounds, 0.19% hits; P08912;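 active means activation above the run's mean over test compounds plus 3 SD, cut at about 23% in these data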;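 further: signal is peak over basal fluorescence ratio across the kinetic read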
Target sequence (P08912 whole entry, looked up): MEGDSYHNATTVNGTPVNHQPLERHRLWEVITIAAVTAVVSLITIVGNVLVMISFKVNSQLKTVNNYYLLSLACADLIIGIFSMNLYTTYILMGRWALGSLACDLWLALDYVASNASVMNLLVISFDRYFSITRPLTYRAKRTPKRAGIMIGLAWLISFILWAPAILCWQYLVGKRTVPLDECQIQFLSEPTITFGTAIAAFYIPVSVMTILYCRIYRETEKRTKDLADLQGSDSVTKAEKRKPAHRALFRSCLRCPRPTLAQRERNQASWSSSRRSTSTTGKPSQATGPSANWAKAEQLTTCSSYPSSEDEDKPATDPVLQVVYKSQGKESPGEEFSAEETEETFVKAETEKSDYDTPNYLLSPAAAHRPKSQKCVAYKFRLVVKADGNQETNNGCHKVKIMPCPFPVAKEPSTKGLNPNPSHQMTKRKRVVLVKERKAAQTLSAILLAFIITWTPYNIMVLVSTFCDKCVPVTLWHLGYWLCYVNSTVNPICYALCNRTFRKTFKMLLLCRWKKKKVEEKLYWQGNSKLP
CHRM1 antagonist = human CHRM1 antagonism | CHO-K1 hM1, Fluo-8 calcium fluorescence, ACh EC80 antagonist | AID 588852 | 360,000 compounds, 1.3% hits | inhibition, % at 3 µM | P11229;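 active means percent inhibition above its own plate's cutoff, namely the mean of that plate's compound wells plus 3 SD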;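 further: peak over basal fluorescence ratio during 140 s after agonist addition; 0% = ACh EC80 plus DMSO and 100% = DMSO alone without agonist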
CHRM5 antagonist = CHRM5 antagonism in calcium assay | 360,000 compounds, 0.59% hits | AID 624040 | P08912 | inhibition, % at 3 µM | CHO-hM5 cells, Fluo-8 calcium fluorescence, ACh EC80;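 active means inhibition above a per-plate cutoff, the mean of that plate's test compounds plus 3 SD, cut at about 27% in these data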;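 further: 0% = acetylcholine EC80 with DMSO and 100% = DMSO without agonist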
M5 PAM = CHRM5 positive allosteric modulation | CHO-K1 hM5, Fluo-8 calcium, ACh EC20 PAM; 0% = ACh EC20, 100% = ACh EC100 | P08912 | 360,000 compounds, 0.3% hits | activation, % at 3 µM;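 active means activation above the run cutoff, the mean activation of all test compounds plus 3 SD, cut at about 18% in these data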
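Probe or stimulus: acetylcholine, EC20 level; Assay system: human M5 receptor in CHO-K1 cells; Schedule: compound preincubation 140 s before EC20 acetylcholine addition; Technique: intracellular calcium via Fluo-8 fluorescence; Dosing: single-point, 3 µM nominal; Read-out basis: percent activation from peak-over-basal fluorescence ratio, scaled EC20-to-EC100 acetylcholine; Repeats: one well per compound, no replicates.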
CRFR2-BP ag = CRF-BP/CRF-R2 complex agonism | HEK293 CRF-R2/CRF-BP, calcium dye fluorescence (FLIPR); percent of saturating CRF peptide response | activation, % at 13.2 µM | 350,000 compounds, 0.46% hits | AID 588473;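 active means activation of at least 50%, plus an integration ratio under a set limit after plate pattern correction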;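 further: plate controls were neutral control wells without compound for no effect and CRF at EC100 for full effect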
M4 ag = CHRM4 agonism in calcium assay | P08173 | CHO-K1 hM4/Gqi5, Fluo-8 calcium fluorescence; vehicle 0%, full acetylcholine response 100% | activation, % at 3 µM | 360,000 compounds, 0.14% hits | AID 624127;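 active means activation above the run mean over all test wells plus 3 SD, cut at about 32% in these data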;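 further: peak over basal fluorescence ratio per well then scaled between controls; 0% = DMSO wells and 100% = acetylcholine at EC100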
Target sequence (P08173 whole entry, looked up): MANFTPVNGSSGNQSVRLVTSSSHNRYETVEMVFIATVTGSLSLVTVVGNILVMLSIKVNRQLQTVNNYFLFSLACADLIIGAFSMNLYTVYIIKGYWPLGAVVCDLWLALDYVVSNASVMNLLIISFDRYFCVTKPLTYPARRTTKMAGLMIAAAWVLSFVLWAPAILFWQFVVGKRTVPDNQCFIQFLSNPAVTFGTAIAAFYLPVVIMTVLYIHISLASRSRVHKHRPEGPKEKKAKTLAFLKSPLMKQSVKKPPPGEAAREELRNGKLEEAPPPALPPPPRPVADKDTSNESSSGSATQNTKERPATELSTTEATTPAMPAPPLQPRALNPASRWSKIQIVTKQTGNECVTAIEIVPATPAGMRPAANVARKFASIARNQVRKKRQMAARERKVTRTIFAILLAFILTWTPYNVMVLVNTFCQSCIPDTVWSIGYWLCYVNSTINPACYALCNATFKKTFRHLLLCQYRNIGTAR
CHRM4 PAM = CHRM4 positive allosteric modulation; CHO-K1 hM4/Gqi5, Fluo-8 calcium fluorescence, ACh EC20; 0% = ACh EC20, 100% = maximal ACh; activation, % at 3 µM; 360,000 compounds, 0.4% hits;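 active means activation above its plate's cutoff, the mean activation of sample wells plus 3 SD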; further: some results filed as inactive read as strong as hits
M1 PAM = human CHRM1 positive allosteric modulation. activation, % at 3 µM. CHO-K1 hM1, Fluo-8 calcium fluorescence, ACh EC20; 0% = ACh EC20, 100% = maximal ACh. 360,000 compounds, 0.088% hits; in the data active means activation above about 19%, passing the limit was not always enough
M4 antag = blocks acetylcholine activation of human M4 receptor; P08173; CHO-hM4 cells, ACh EC80, Fluo-8 calcium fluorescence; inhibition, % at 3 µM; 360,000 compounds, 0.73% hits;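 active means inhibition above its plate's cutoff, the mean inhibition of sample wells plus 3 SD, cut at about 27% in these data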;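 further: 0% = acetylcholine EC80 with DMSO and 100% = DMSO without agonist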
* marks the source's active call; other numbers are inactive results; x = not tested or not shown.

SMILES	CHRM5 agonist	CHRM1 antagonist	CHRM5 antagonist	M5 PAM	CRFR2-BP ag	M4 ag	CHRM4 PAM	M1 PAM	M4 antag
COc1ccc(C(C)(C)NC(=O)C2CCC(=O)N(CCCN3CCCC3=O)C2)cc1 (stereo not given)	-2	-8	-9	5	0.8	0	5	6	-8
CCCCCSc1nnc(C)c(=O)[nH]1	2	3	-3	4	-3.6	0	-3	3	7
CN(C)/C=C1\C(=O)N(c2ccc(Oc3ccccc3)cc2)CS1=O (stereo not given)	0	0	8	-2	0.3	1	5	4	11
Nc1c(-c2ccc(Cl)cc2)cnn1-c1cccc([N+](=O)[O-])c1	-6	6	33*	-19	0.7	2	-10	-4	11
Cn1c(-c2ccc3c(c2)OCO3)cnc1NCc1ccccc1Cl	-10	94*	22	-15	-1.4	1	-26	-23	50*
Cc1ccc(S(=O)(=O)N(C)c2ccccc2C(=O)NC2CCCC2)cc1	-2	-3	-2	0	-1.3	1	-2	5	2
O=C(NCCCN1CCOCC1)c1cc(-c2ccccc2F)no1	-3	0	-2	4	1.9	1	-2	1	9
Cn1c(SCC(=O)c2ccccc2)nnc1-c1cnccn1	-2	-8	-2	4	-0.7	1	21	10	-17
Clc1ccccn1	-1	-13	-9	5	-1.4	1	-1	7	-14
CCN1CCCC1CNC(=O)C1c2cc(OC)c(OC)cc2C(=O)N(C)C1c1cccnc1 (stereo not given)	1	-16	3	3	-0.1	0	4	8	-8
C=CC[C@H](CC(=O)N[C@H](CO)Cc1ccccc1)C(=O)N[C@@H](COC(=O)[C@H](CC=C)CC(=O)OC(C)(C)C)Cc1c[nH]c2ccccc12	0	7	6	-15	1.1	8	-5	-2	9
O=C(NCc1ccco1)c1nn2c(C(F)(F)F)cc(-c3cccs3)nc2c1Cl	0	0	3	-8	1.6	-1	0	-3	-5
CC(C)c1ccc(OCc2nnc(SCC(=O)N3CCCCC3)o2)cc1	-5	9	16	-2	-1.2	3	-11	-13	5
O=[N+]([O-])c1ccc(C=NNC(=S)NN=Cc2ccc([N+](=O)[O-])cc2)cc1	4	-33	1	2	-1.4	1	7	13	-16
COc1ccc(-c2cc(NC=O)c3ncc(-c4ccc(OC)c(OC)c4)n3c2)cc1OC	0	-10	-6	-1	x	2	0	-3	-8
CCCS(=O)(=O)N1CCN(C2Cc3ccccc3C2)CC1	1	-3	-1	1	-4.0	2	1	2	-7
CCCCCOc1ccc(C2C(C(C)=O)=C(C)Nc3ncnn32)cc1OC (stereo not given)	-5	-6	1	-2	0.1	0	0	4	6
COc1ccc(CNCC(O)(c2ccccc2)c2ccc(F)cc2)cc1OC (stereo not given)	7	-2	8	-6	2.8	12	-8	-1	7
COC(=O)CNc1n[nH]c(=S)[nH]c1=O	-1	-4	4	1	2.1	0	8	-7	-2
CC1(C)N=C(N)N=C(N)N1c1ccccc1	-6	-13	-1	3	-1.3	1	7	0	-4
COc1ccccc1NC(=O)CCc1nc2ccccc2s1	0	-1	13	-11	-1.8	11	-5	-3	1
S=C(NCc1ccncc1)Nc1ccc(Cl)cc1	3	-1	1	2	0.1	5	3	9	2
CNC(=O)COc1coc(CN2CCN(Cc3ccccc3)CC2)cc1=O	-2	5	2	-5	4.1	1	1	1	7
Cc1cc2cc3c(cc2nc1SCC(=O)OC(C)C)OCCO3	-1	0	1	0	-0.1	-1	2	3	0
COC(=O)c1cn(C(=O)c2cc(Cl)ccc2Cl)c2ccccc12	-3	4	10	4	-0.8	0	-2	9	-4

Additional compounds:
SMILES	CHRM5 agonist	CHRM1 antagonist	CHRM5 antagonist	M5 PAM	CRFR2-BP ag	M4 ag	CHRM4 PAM	M1 PAM	M4 antag
CC(C)NC(=O)Nc1ccc2c(c1)C(=O)N([C@H](C)CO)C[C@H](C)[C@@H](CN(C)S(=O)(=O)c1ccccc1)O2	-5	12	5	0	-1.4	0	-6	-21	5
CCCc1nn(C)c(C(=O)Nc2ccc(C)c(C)c2)c1Cl	-2	-3	2	-4	-0.8	1	9	-3	-7
COCCNC(=O)C(c1cccc(OC)c1)N(C(=O)Cn1nnc2ccccc21)c1cccnc1 (stereo not given)	-2	-15	-10	7	2.3	0	-2	4	-1
CC(=O)c1c(C)[nH]c(C(=O)CN2C(=O)NC(C)(c3ccc(C)cc3)C2=O)c1C (stereo not given)	46*	9	19	-8	77*	36*	7	4	-1
O=C(Cc1ccccc1)NS(=O)(=O)c1ccc(N=NN2CCOCC2)cc1	4	-3	-4	11	0.9	0	18	11	-1
COc1ccc(-n2c(=O)cc(N3CCc4ccccc43)[nH]c2=O)cc1	-1	21	5	-4	1.3	-1	-4	-9	12
O=C(CN1CCN(S(=O)(=O)c2ccc(Cl)s2)CC1)NCc1ccc(Cl)cc1	-2	-3	7	-6	1.0	8	-13	3	16
CN(C(=O)c1ccc(=O)n(Cc2ccc(Cl)cc2)c1)c1ccccc1	-10	23	10	-4	-1.1	1	-13	-21	9
CSc1nc(O)c(C(c2ccc(F)cc2)c2c(O)nc(SC)[nH]c2=O)c(=O)[nH]1	2	-13	-2	9	-0.2	0	-4	10	4
COc1ccc(NC(=O)CS(=O)(=O)c2cn(CC(=O)N3CCOCC3)c3ccccc23)cc1OC	-5	11	14	-7	2.8	0	-6	-4	4
Cc1cc(C(=O)N2CCN(c3ccccc3Cl)CC2)c(C)o1	-3	-9	-1	10	3.4	5	-3	2	-7
CC(=O)N1CCC(C(=O)Nc2cc(C)cc(C)c2)CC1	-2	-10	2	6	-0.5	0	16	5	-18
CCN(CC)C(=O)Cn1nc(-c2ccncc2)nc1SCC(=O)Nc1ccc(OC)cc1	-2	-12	-10	6	1.6	-1	-15	14	4
CCc1ccc(C=C2SC(=S)N(CCCC(=O)Nc3ccc(C(=O)O)cc3)C2=O)cc1	2	-6	-2	3	x	2	5	2	-20
COc1ccc(NC(=S)N2CCC(C(=O)c3ccc(C)cc3)CC2)cc1	-1	-11	-14	-4	-2.2	2	0	1	-9
CC(NC(=O)Nc1ccccc1)C(c1cccs1)N1CCN(C)CC1 (stereo not given)	-5	-10	1	-1	-0.4	1	-5	0	-5
C#CC(CC)(CC)NC(=O)c1ccc(Br)s1	-7	2	11	-2	-2.2	-1	-9	-4	11
COc1ccc(/C=C/C(=O)N/C(=C\c2ccco2)C(=O)NCCc2nc3ccccc3[nH]2)cc1	-2	-1	8	-8	-0.1	4	-8	-1	-3
COc1ccc2cc1Oc1ccc(cc1)C[C@H]1c3cc(c(OC)cc3CCN1C)Oc1c(OC)c(OC)cc3c1[C@H](C2)N(C)CC3	0	91*	3	-9	1.7	6	-17	-25	78*
COc1ccc(C2CC(c3ccccc3)=NN2C(=O)COC(=O)c2nc3nc(C)cc(C)n3n2)cc1 (stereo not given)	0	-5	-1	2	-0.4	5	5	4	-9
Cc1sc2ncnc(N3CCN(Cc4ccccc4)CC3)c2c1-c1ccccc1	-2	-1	1	-1	-0.5	0	-4	-2	1
c1ccc(C2NCCNC2c2ccccc2)cc1 (stereo not given)	-1	2	6	2	-2.7	0	4	-2	-7
O=C(C1CC1)N1CCc2cc(S(=O)(=O)NCCC3=CCCCC3)ccc21	-2	-4	7	-10	3.8	6	-4	1	6
O=C(C1=NOC(CNc2ncc(C(F)(F)F)cc2Cl)C1)N1CCOCC1 (stereo not given)	1	9	0	-5	-1.3	1	5	-3	-3
O=C(Nc1ccccc1)NC1CCN(Cc2c(F)cccc2Cl)CC1	-8	1	12	0	1.8	2	0	2	-6

In the list so far, 2 have a CF3 group:
SMILES	CHRM5 agonist	CHRM1 antagonist	CHRM5 antagonist	M5 PAM	CRFR2-BP ag	M4 ag	CHRM4 PAM	M1 PAM	M4 antag
O=C(NCc1ccco1)c1nn2c(C(F)(F)F)cc(-c3cccs3)nc2c1Cl	0	0	3	-8	1.6	-1	0	-3	-5
O=C(C1=NOC(CNc2ncc(C(F)(F)F)cc2Cl)C1)N1CCOCC1 (stereo not given)	1	9	0	-5	-1.3	1	5	-3	-3

Next compounds follow.
SMILES	CHRM5 agonist	CHRM1 antagonist	CHRM5 antagonist	M5 PAM	CRFR2-BP ag	M4 ag	CHRM4 PAM	M1 PAM	M4 antag
COc1ccc2c(c1OC)C(=O)N1C2SC[C@H]1C(=O)NCCC(C)C (stereo not given in full)	-1	-4	22	-3	0.3	6	-8	8	3
O=C(NN=C1CCCCCCC1)c1ccc(F)cc1	-2	2	8	3	-0.8	8	1	2	-2
CCNC(=O)C(=O)NCCc1ccc(Cl)cc1	0	-8	5	-1	-1.0	0	16	8	-1
CCOC(=O)C1(Cc2cccc(OC)c2)CCCN(C(=O)c2ccccc2C)C1 (stereo not given)	2	-10	7	-4	0.8	2	-11	6	2
CCc1nnc(NS(=O)(=O)c2ccc(NC(=O)c3cc(Cl)ccc3OC)cc2)s1	-2	-7	3	-4	-0.8	0	-6	6	3
COc1ccc(-c2nc3ccccc3c(=O)n2CCOc2ccccc2C)cc1	0	-10	-14	4	12	1	0	6	-15
COCCNc1nc(Oc2cccc(NC(C)=O)c2)c2sccc2n1	4	-8	1	-8	x	11	-2	-3	-13
COCc1cc(C)c(C#N)c(=S)[nH]1	-1	-40	-2	1	2.7	0	2	3	-2
COc1cc(/C=C2/C(=O)NN(c3ccc(Cl)cc3)C2=O)ccc1OC(=O)c1ccco1	-2	-6	11	-5	30	1	2	13	-2
Cc1ccc(N2CCN(C(=O)c3cc(-c4ccc(F)cc4)[nH]c3C)CC2C)cc1 (stereo not given)	-6	-1	0	-8	1.6	1	-4	2	-5
COc1ccccc1CNC(=O)CCC(=O)N1CCOc2ccc(Cl)cc21	-2	-24	-3	1	-6.0	2	5	12	0
O=C(NCc1ccccc1Cl)C1CCCN(c2ncnc3c2nc2n3CCCCC2)C1 (stereo not given)	-5	7	8	-3	-2.0	2	0	0	2
C/C=C(/C)C(=O)O[C@@H]([C@H](O)c1cc2ccc(=O)oc2cc1OC)C(C)(C)O[C@@H]1O[C@H](CO)[C@@H](O)[C@H](O)[C@H]1O	0	5	15	-9	0.8	1	12	0	-5
O=C(Oc1cccc([N+](=O)[O-])c1)C1CCN(C(=O)c2ccc(F)cc2)CC1	0	2	14	-3	-0.4	5	-6	-4	5
OCCC1CN(C/C=C/c2ccco2)CCN1Cc1ccccc1 (stereo not given)	-6	1	2	-5	1.9	1	-5	-2	9
COCCNS(=O)(=O)c1ccc(F)c(OC)c1	2	-18	1	-4	-1.0	0	7	6	-10
O=C(CN1C(=O)c2ccccc2S1(=O)=O)c1ccccc1	-3	-35	-2	-3	-0.5	1	7	9	-6
CC1Cc2ccccc2N1c1ncnc2c1nnn2Cc1ccccc1 (stereo not given)	-1	8	0	-3	4.8	1	8	-5	-2
O=C(/C=C/c1ccc([N+](=O)[O-])s1)N1CCN(c2ccccc2)CC1	-3	10	8	-2	0.3	1	4	2	1
CC(C)c1ccc(C2C(C(=O)c3ccco3)=C(O)C(=O)N2CC2CCCO2)cc1 (stereo not given)	-3	3	14	-2	1.2	2	3	2	-6
COc1ccc(C(=O)N2CCN(C(=O)c3ccc(-c4ccccc4)cc3)CC2)cc1OC	-2	-9	-3	-4	-3.5	4	-1	8	-3
